Assay outcomes from PubChem.
NPR1 activator – GC-A (human) enzyme activation | P16066 | HEK293 GC-A cells, cGMP TR-FRET, EC30 ANP; 0% at EC30 ANP, 100% saturating ANP | activation, % at 10 µM | 370,000 tested, 0.14% active | AID 1671463; in the data active means activation above about 40%
Target sequence (P16066 whole entry, looked up): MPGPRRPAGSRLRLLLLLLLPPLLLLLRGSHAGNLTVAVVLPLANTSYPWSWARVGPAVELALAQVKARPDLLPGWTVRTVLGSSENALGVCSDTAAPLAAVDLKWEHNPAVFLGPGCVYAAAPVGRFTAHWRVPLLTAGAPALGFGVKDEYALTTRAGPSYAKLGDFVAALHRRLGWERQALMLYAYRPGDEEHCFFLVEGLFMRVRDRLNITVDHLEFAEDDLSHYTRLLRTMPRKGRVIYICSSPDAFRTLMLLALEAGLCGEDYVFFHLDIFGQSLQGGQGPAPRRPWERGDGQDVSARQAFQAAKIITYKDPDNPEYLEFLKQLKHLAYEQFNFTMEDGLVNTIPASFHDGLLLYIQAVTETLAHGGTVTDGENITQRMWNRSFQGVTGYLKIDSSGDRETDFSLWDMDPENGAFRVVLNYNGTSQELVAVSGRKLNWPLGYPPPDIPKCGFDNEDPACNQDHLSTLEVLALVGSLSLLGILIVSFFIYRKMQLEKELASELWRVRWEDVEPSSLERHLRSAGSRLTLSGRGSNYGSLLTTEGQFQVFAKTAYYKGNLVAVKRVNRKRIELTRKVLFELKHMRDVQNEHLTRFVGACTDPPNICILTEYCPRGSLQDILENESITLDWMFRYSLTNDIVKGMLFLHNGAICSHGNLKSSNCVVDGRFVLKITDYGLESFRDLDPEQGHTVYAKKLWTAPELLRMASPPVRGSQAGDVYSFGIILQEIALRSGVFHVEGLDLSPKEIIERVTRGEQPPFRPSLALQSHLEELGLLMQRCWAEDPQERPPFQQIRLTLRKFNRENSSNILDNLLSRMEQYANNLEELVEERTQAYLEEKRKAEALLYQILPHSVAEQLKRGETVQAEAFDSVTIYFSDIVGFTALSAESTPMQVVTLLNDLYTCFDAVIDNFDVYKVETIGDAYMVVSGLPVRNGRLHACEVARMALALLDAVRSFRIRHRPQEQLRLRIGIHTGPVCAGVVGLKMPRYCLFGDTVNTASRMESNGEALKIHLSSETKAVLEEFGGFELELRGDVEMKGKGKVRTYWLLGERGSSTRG
DAX1 inh-1 – DAX1 (NR0B1) inhibition, primary screen | HEK293T StAR-luciferase reporter, SF-1/DAX-1 repression relief | inhibition, % at 6.8 µM | 370,000 tested, 1.1% active | AID 652010;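 active means inhibition above the mean over all tested compounds plus 3 SD, cut at about 3.6% in these data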;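 further: 0% = DAX-1 cells with DMSO and 100% = cells lacking DAX-1 with DMSO; higher inhibition means more luminescence from relief of DAX-1 repression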
GAA850 FXN act – activators of GAA850 frataxin (FXN) promoter. HEK293 lucGAA850 FXN promoter luciferase reporter, 24 h; percent of 10 µM SAHA response. activation, % at 6 µM. 360,000 tested, 0.56% active. AID 540364;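 active means activation above the average of all compounds screened plus 3 SD, cutoff fixed separately per campaign, cut at about 7.5% in these data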;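 further: 0% = DMSO wells and 100% = 10 µM SAHA wells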
sPLA2-III inh – Inhibits HGIII-sPLA2 liposome hydrolysis, primary screen; Q9NZ20; QFRET BODIPY PC-A2 liposome hydrolysis, fluorescence; inhibition, % at 12.2 µM; 370,000 tested, 0.56% active;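 active means inhibition above mean plus 3 SD of compounds lying within the high and low control bounds, cut at about 19% in these data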;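 further: 0% = median of test compound wells and 100% = no enzyme DMSO wells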
SMARCA2 activ – activators of SMARCA2 function | MG213 cells, MMTV-luciferase reporter, dexamethasone, overnight | activation, % at 9.1 µM | 370,000 tested, 1% active | AID 652017; in the data active means activation above about 7.8%;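 further: 0% = vehicle wells and 100% = reference activator wells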
ssDAF-12 act – activators of S. stercoralis DAF-12 nuclear receptor. HEK293 ssDAF-12/GRIP1 lit1-tk-luc reporter, luminescence; % of 3 µM dafachronic acid response. activation, % at 6.8 µM. 370,000 tested, 1% active. AID 652126;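 active means activation above the mean over all tested compounds plus 3 SD, cut at about 0.9% in these data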;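 further: 0% = DMSO-only wells and 100% = 3 µM delta7-dafachronic acid wells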
ADAM10 inh – inhibits human ADAM10; 370,000 tested, 0.62% active; O14672; recombinant ADAM10, EDANS/DABCYL FRET peptide cleavage, 3 h; inhibition, % at 7 µM;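 active means inhibition above a per-campaign cutoff equal to the mean of compounds falling between control-based bounds plus 3 SD, cut at about 20% in these data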;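 further: 0% = DMSO wells while the 100% control is not disclosed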
NPR2 activator – GC-B (human) receptor activation | 370,000 tested, 0.11% active | AID 1920062 | HEK293-GC-B cells, CNP EC30, cGMP TR-FRET; 0% at EC30 CNP, 100% saturating CNP | activation, % at 10 µM | P20594;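 active means activation at 10 µM reaching about 35% in either raw or pattern-adjusted values, limit read from the data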
hcDAF12 agonist – H. contortus DAF-12 activation, primary screen | HEK293 hcDAF-12 lit1-tk-luc reporter, luminescence; 0% DMSO, 100% Δ7-dafachronic acid | activation, % at 6.8 µM | 370,000 tested, 1.4% active | AID 652067;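 active means activation above the mean of all tested compounds plus 3 SD, cut at about 5.5% in these data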;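 further: 100% = response to 3 µM Δ7-dafachronic acid high control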
hgDAF12 agonist – agonists of H. glycines DAF-12 nuclear receptor; 370,000 tested, 1.8% active; activation, % at 6.8 µM; HEK293 GAL4-hgDAF12 UAS-luciferase reporter, agonist luminescence; normalized to butyrate control;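 active means activation above a cutoff set at the mean of all screened compounds plus 3 SD, cut at about 10% in these data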;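 further: 0% = DMSO wells and 100% = sodium butyrate wells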
DAX1 inh-2 – inhibitors of human orphan nuclear receptor DAX1 (NR0B1); AID 504766; P51843; inhibition, % at 6.75 µM; 340,000 tested, 0.99% active; HEK293 Gal4-DAX1 luciferase reporter, luminescence;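 active means inhibition above the mean over all tested compounds plus 3 SD, cut at about 4.2% in these data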;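 further: 0% = DAX1-transfected cells with DMSO and 100% = empty-vector control cells with DMSO; inhibition shows as a rise in luminescence from relieved DAX1 repression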
* = called active by the depositor; · = no result given; & = joins results of further samples; ! = not active in a repeat.

SMILES	NPR1 activator	DAX1 inh-1	GAA850 FXN act	sPLA2-III inh	SMARCA2 activ	ssDAF-12 act	ADAM10 inh	NPR2 activator	hcDAF12 agonist	hgDAF12 agonist	DAX1 inh-2
C[C@]12CCC3C(C[C@@H](O)[C@H]4C[C@@H](O)CC[C@]34C)C1CC[C@@H]2O (stereo partly drawn)	0	-0.7	0.0	10	-1	-1.1	-12	5	0.3	-1.6	-0.7
Cc1cc(/C=C2/C(=O)NC(=O)N(c3ccccc3)C2=O)c(C)n1-c1ccc(F)cc1	0	0.0	0.7	-10	0	-0.3	-9	4	-1.1	-1.5	0.0
CCOc1ccc2nc(N=Nc3c(O)[nH]c(=S)[nH]c3=O)sc2c1	-4	0.2	1.2	5	-2	-0.9	5	-3	-0.2	0.0	1.3
C[C@]12CCC3C(CC[C@H]4C[C@@H](O)CC[C@]34C)C1CC[C@@]2(O)C(F)(F)F (stereo partly drawn)	-2	-0.1	1.9	0	2	-0.7	4	-2	0.0	1.1	·
CCc1nn(CC(=O)N2CCC3(CC2)OCCO3)c(=O)c2cc3ccccc3n12	3	0.1	-2.0	0	-1	-1.2	-53	1	0.0	-1.7	-0.2
Cc1nc2cc(C(=O)N3CCC4(CC3)OCCO4)ccc2n1-c1ccc(Br)cc1	4	-0.7	0.7	14	-2	-1.0	-4	1	-0.8	-1.9	-1.3
O=[N+]([O-])c1ccc(N2CCCCCC2)c2ncccc12	1	-0.5	4.4	6	1	-1.3	5	2	0.2	-1.9	1.0
CC12CN3C(O)C(C)(C1)CC(C)(C2)C3O (stereo not drawn)	5	-0.2	1.0	4	-3	-0.8	1	0	-1.5	-2.2	1.1
Cc1ccc(Cn2ccccc2=N)cc1	1	0.8	0.1	16	-3	-0.1	-9	1	0.0	-0.6	1.8
O=C(C1CC(c2ccc(F)cc2)=NO1)N1CCC2(CC1)OCCO2 (stereo not drawn)	3	1.4	3.7	3	4	-0.2	-2	4	5.0	4.5	1.1
CCN(CC)c1ccc(/C=C2\C(=O)NC(=O)N(CC3CCCO3)C2=O)cc1 (stereo not drawn)	21	-0.7	1.9	2	3	-1.6	-1	4	-0.8	0.5	0.6
CN(C)C1(CNC(=O)c2ccc(Cl)c(S(=O)(=O)NCc3ccco3)c2)CCCCC1	-2	0.1	-2.8	-2	-2	-0.8	0	7	-2.2	1.9	1.0
COC1/C=C/C=C(\C)Cc2cc(O)c(Cl)c(c2)N(C)C(=O)CC(OC(=O)C(C)C)C2(C)OC2C(C)C2CC1(O)NC(=O)O2 (stereo not drawn)	-2	1.1	19*	2	-3	0.3	-4	-1	0.9	-6.3	-0.8
COc1ccccc1N1CCN(Cc2c(F)cccc2Cl)CC1	-1	0.2	0.3	8	-2	-1.1	-11	0	-2.0	-2.0	-0.2
Fc1cccc(F)c1CN1CCN(Cc2c(F)cccc2F)CC1	-2	0.2	0.7	-5	-2	-1.3	-3	5	-0.8	1.4	-0.8

Random excerpt: six records from the list
SMILES	NPR1 activator	DAX1 inh-1	GAA850 FXN act	sPLA2-III inh	SMARCA2 activ	ssDAF-12 act	ADAM10 inh	NPR2 activator	hcDAF12 agonist	hgDAF12 agonist	DAX1 inh-2
C[C@]12CCC3C(C[C@@H](O)[C@H]4C[C@@H](O)CC[C@]34C)C1CC[C@@H]2O (stereo partly drawn)	0	-0.7	0.0	10	-1	-1.1	-12	5	0.3	-1.6	-0.7
Cc1cc(/C=C2/C(=O)NC(=O)N(c3ccccc3)C2=O)c(C)n1-c1ccc(F)cc1	0	0.0	0.7	-10	0	-0.3	-9	4	-1.1	-1.5	0.0
Fc1cccc(F)c1CN1CCN(Cc2c(F)cccc2F)CC1	-2	0.2	0.7	-5	-2	-1.3	-3	5	-0.8	1.4	-0.8
CN(C)C1(CNC(=O)c2ccc(Cl)c(S(=O)(=O)NCc3ccco3)c2)CCCCC1	-2	0.1	-2.8	-2	-2	-0.8	0	7	-2.2	1.9	1.0
Cc1ccc(Cn2ccccc2=N)cc1	1	0.8	0.1	16	-3	-0.1	-9	1	0.0	-0.6	1.8
CC12CN3C(O)C(C)(C1)CC(C)(C2)C3O (stereo not drawn)	5	-0.2	1.0	4	-3	-0.8	1	0	-1.5	-2.2	1.1

(next part)
SMILES	NPR1 activator	DAX1 inh-1	GAA850 FXN act	sPLA2-III inh	SMARCA2 activ	ssDAF-12 act	ADAM10 inh	NPR2 activator	hcDAF12 agonist	hgDAF12 agonist	DAX1 inh-2
O=c1c2ccccc2nc(-c2ccco2)n1-c1ccccc1	-2	-0.7	-1.9	6	0	-1.4	-10	-10	-2.1	-3.0	0.5
Brc1ccc(C2N3CCCN23)cc1 (stereo not drawn)	0	0.7	1.2	4	1	-0.9	-5	3	-0.4	2.2	2.4
O=C(Cn1c(NCCCl)nc2ccccc21)c1ccc(Br)cc1	-4	0.6	-0.3	-36	-2	-0.3	-1	-4	-0.5	0.4	-2.0
CCCCn1c(O)c(C(C)=NCCCN(C)C)c(=O)[nH]c1=O	-6	0.4	-0.9	5	-1	-0.7	-1	2	-1.3	-2.0	-0.1
Cc1cc(C)c2c(c1)-c1cc(C)nn1C(c1cccnc1)N2 (stereo not drawn)	-15	0.7	2.3	3	-2	-1.9	-53	-8	-2.1	1.2	-0.9
CCOP(=O)(OCC)C(NC(=O)C(Cl)Cl)C(Cl)(Cl)Cl (stereo not drawn)	1	0.1	-3.0	11	-7	-0.4	-10	3	-1.8	-1.5	1.5
CCOC(=O)c1c(-n2c(C)cc(/C=C3/C(=O)NC(=O)N(CC)C3=O)c2C)sc2c1CCCC2	4	0.5	0.2	3	-8	-1.0	0	0	-0.9	-0.5	-0.5
C=COCCn1c(C)c(C(=O)OCC)c2cc(O)ccc21	1	0.3	-2.4	-4	0	-0.9	6	-4	-1.4	-0.7	0.7
CC1(O)CCC2C3CCC4=CC(=O)CCC4=C3C=CC21C (stereo not drawn)	-2	-0.7	0.3	-3	-2	-1.3	-398	1	-0.9	-3.6	-0.3
N=C1c2ccccc2CN1CC(=O)c1ccccc1	-1	7.0*	6.3	3	3	2.6*	-17	3	23*	20*	1.5
O=S(=O)(F)c1ccc2nc(-c3cccc(Sc4ccccc4)c3)cc(Cl)c2c1	2	0.3	0.9	1	1	-1.0	-3	-1	0.7	1.1	1.9
COc1cc(C(C)=O)ccc1OC(=O)N(C)c1ccccc1	1	0.1	2.2	0	-3	-2.2	2	3	-1.2	-0.6	1.9
C#C[C@@]1(O)CCC2C3CCC4=C/C(=N/OCC(=O)NC(C(=O)O)C(C)O)CC[C@]4(C)C3CC[C@@]21C (stereo partly drawn)	-2	0.2	2.0	-7	-2	-1.0	-1	-2	1.7	1.7	-0.9
COC(=O)C1=C(c2ccc3ccccc3c2)C[C@@H]2CC[C@H]1N2C(=O)NC1Cc2ccccc2C1	-5	-0.2	1.1	-13	-1	0.2	2	-6	-1.2	-2.6	1.0
CCN1/C(=C/C=C/C2=[N+](CC)c3ccccc3C2(C)C)C(C)(C)c2ccccc21	19	-8.2	-14	-374	-15	-2.8	9	43*	-7.6	-18	-5.5
CCC(CC)N1CCN(Cc2nc3ccccc3c(=O)n2-c2ccc(F)cc2)CC1	-3	0.1	0.1	0	-1	-0.6	3	3	0.7	0.9	0.8
C[N+]1(C)CCc2cc3c(cc2[C@H]1[C@@H]1OC(=O)c2c1ccc1c2OCO1)OCO3	0&3	0.3&0.2	-0.3&0.1	2&6	1&-6	-0.5&-1.4	-6&-14	5&1	1.0&0.3	-2.3&2.9	0.4&1.1
CCOC(=O)c1ccc(N=C(CC)c2c(O)n(C)c(=O)n(C)c2=O)cc1	-2	-0.1	1.1	2	-2	-0.9	-1	3	-1.4	2.0	-3.3
O=c1[nH]c(=O)n(CC2CCCO2)c(O)c1/C=C1\C=Nc2ccccc21 (stereo not drawn)	3&-3	0.0&-0.1	-0.1&0.6	-5&-8	1&0	-0.7&-0.6	-4&-6	-6&-1	6.1*	4.8&1.3	5.4*!
CCOP(=O)(Cc1cc(C#N)oc1C)OCC	0	0.1	0.5	-1	2	-0.7	4	4	-0.1	1.1	-0.1
O=C(Cn1cnc2sc3c(c2c1=O)CCCC3)NCCC(=O)N1CCC2(CC1)OCCO2	-1	-0.5	0.3	3	0	-2.1	2	6	-1.5	-2.3	0.4
COC(=O)C(O)(c1ccc(NC(=O)c2ccccc2)cc1)C(F)(F)F (stereo not drawn)	-2	0.1	1.4	-5	0	-0.9	5	0	0.7	4.2	0.8
Cc1ccc(N2C(=O)NC(=O)/C(=C\c3cc(C)n(-c4ccc(C(=O)O)cc4)c3C)C2=O)cc1	-1	0.0	1.3	-3	1	-0.6	-6	3	3.1	-1.2	2.1
O=C(NN=Cc1ccc(N(CCCl)CCCl)cc1)c1cc(=O)[nH]c(=O)[nH]1	8	-2.3	-3.1	6	-3	-1.1	5	4	-1.0	-3.0	-0.7
CCCCCn1c(=O)c(C(=O)NCc2ccccc2)c(O)c2ccccc21	-1	-0.3	0.4	-6	-1	-1.1	6	2	-0.3	-0.7	-2.1
Oc1ccc(/C=N/NP(=S)(c2ccccc2)c2ccccc2)c(O)c1O	-6	-0.3	0.2	17	-3	-1.4	7	1	-1.1	1.0	-0.3
CCOP(=O)(/C=C(\Cl)c1ccccc1)C(O)c1ccc(F)cc1 (stereo not drawn)	-8	-0.1	-1.3	-3	-1	-1.2	-1	-3	-2.4	-1.5	0.2
CCN(CC)c1ccc(CN(C)CCc2ccc(OC)c(OC)c2)cc1	-1	-0.6	-3.4	-3	4	-1.3	2	4	-1.4	-0.3	0.3
O=C1CCN(C(=O)CNC(=O)Cc2ccccc2)CC1	4	0.6	1.1	-1	-3	-1.1	1	2	-0.3	2.2	0.3
CCCCCCC(Cl)(Cn1ccnc1)c1ccccc1 (stereo not drawn)	-12	0.3	1.6	-21	0	-1.5	7	-20	0.7	1.0	-0.1
CCCC1CCCCC12C(=O)NC(=O)NC2=O (stereo not drawn)	0	-0.7	-0.5	-2	-2	-0.8	-4	1	-0.8	-0.9	1.3
CNC(=O)Nc1ccc(C(=O)N/N=C\C23CC[C@@H](O)CC2(O)CC[C@@H]2[C@@H]3CCC3(C)C(C4=CC(=O)OC4)CCC23O)cc1 (stereo partly drawn)	1	-0.2	0.5	1	1	-0.8	7	1	-0.2	2.0	2.4
NC1=Nc2ccccc2Oc2ccccc21	0	-1.2	3.2	-1	2	-1.6	-3	-3	-1.0	1.1	0.2
CSc1ccc(C(=O)C2CCCN(Cc3cccnc3)C2)cc1 (stereo not drawn)	-2	-0.8	0.0	-1	1	-1.9	-3	-1	-1.6	-3.4	0.5
O=C1NC(=O)N(Cc2cccs2)C(=O)/C1=C/c1ccc(N2CCOCC2)cc1	21	0.4	1.8	0	-2	-1.3	-6	3	-0.8	1.5	-0.2

This is a subset, so the mix of outcomes need not match the whole.
